# Bioassay records from PubChem.
# VEEV TC-83 Vero = inhibitors of VEEV TC-83 cytopathic effect, confirmation, Vero cells (AID 588727); Vero cells, VEEV TC-83 cytopathic effect inhibition; higher % means a stronger effect; one-dose inhibition, % at 20 µM; IC50 in µM for titrated hits; hit rate 0.13% among 350,000; in the data active = a potency from the dose series; inconclusive = inhibition mostly from about 14% at the one dose, without a potency; inactive = the rest, 99 in 100 with inhibition below about 12%; also: strong numbers were not always called active
# Active calls of the source: *; i = inactive; ? = inconclusive.
SMILES,VEEV TC-83 Vero
CCN1C(=O)[C@H]2[C@@H](c3ccc(C(F)(F)F)cc3)N[C@]3(CCCN(Cc4ccc(Cl)cc4)C3=O)[C@H]2C1=O,0.5%
COc1ccccc1N1CCN(C(=O)c2cc(-c3ccccc3)nc3c2cnn3C(C)C)CC1,0.1%
CC(C)(C)Cc1c(-c2ccccc2)nc2ccc(Cl)cn12,4.9%
Cc1c(N(C)S(=O)(=O)c2cccc(C(=O)NCc3cccnc3)c2)c(=O)n(-c2ccccc2)n1C,0.4%
C[C@H]1CN(CCc2ccccc2)C(=O)[C@@H]1CC(=O)Nc1ccccc1,0.4%
O=C(NCCCN1CCC(Cc2ccccc2)CC1)c1ccc(CS(=O)c2ccccc2Cl)o1 (stereo not given),i
COc1ccc(NC(=O)c2ccc(NC(=O)c3cccnc3)cc2)cc1,1.3%
CN(Cc1ccc(Cl)c(Cl)c1)C(=O)C1CC(=O)N(c2ccc3c(c2)OCCO3)C1 (stereo not given),i
Cc1ccc(CN2CC(C(=O)Nc3nc(C)cs3)CC2=O)cc1 (stereo not given),0.6%
CCN1CCC[C@H]1CNCCCn1cnc2c(SC)ncnc21,0.1%
CCN(CC)C(=O)C1=C(C)N(Cc2ccc(C(C)(C)C)cc2)C(=O)C(CC(=O)NCc2ccco2)C1 (stereo not given),0.8%
C[C@H](CO)N1C[C@H](C)[C@@H](CN(C)Cc2ccc3c(c2)OCO3)Oc2cc(Br)ccc2S1(=O)=O,5.0%
CCc1ccccc1NC(=O)CNC(=O)c1ccc(S(=O)(=O)NCc2ccco2)cc1,3.5%
C[C@H](CO)N1C[C@H](C)[C@H](CN(C)S(=O)(=O)c2ccc(C#N)cc2)OCc2cnnn2CCCC1=O,3.5%
Cc1nc(SCC(=O)Nc2sccc2C(N)=O)c2c(C)c(C)sc2n1,8.1%
O=C(OCC(=O)N1CCN(c2ccccc2)CC1)c1cc(F)c(F)cc1Cl,i
COc1ccc(/C=C/C(=O)OCC(=O)c2cc(C)ccc2C)cc1,2.5%
O=C(c1cc2ccccc2o1)N1CCN(Cc2nc3ccccc3s2)CC1,11%
C#CCN(C[C@@H]1[C@@H](OC(=O)NCc2ccccc2F)[C@@H](OC(=O)NCc2ccccc2F)Cn2c(=O)n(CCCCCC)c(=O)n21)S(=O)(=O)c1ccc(C)cc1,4.0%
CCOc1ccc(C(=O)N[C@H](C(=O)N2CCN(c3ncccn3)CC2)C(C)C)cc1,0.1%
c1ccc2c(c1)C1=NCCN1c1ccccc1-2,i
CC(OC(=O)[C@@H](NS(=O)(=O)c1ccccc1)C(C)C)C(=O)c1c(N)n(C)c(=O)n(C)c1=O (stereo not given in full),2.1%
CC(=O)N1N=C(N)SC1c1ccc(Cl)c(Cl)c1 (stereo not given),0.7%
Cc1ccccc1-c1nc(S(=O)(=O)c2ccccc2)c(NCCN2CCOCC2)o1,1.1%
COc1ccc(C(=O)CC(C#N)c2ccc3c(c2)OCO3)cc1OC (stereo not given),0.1%
C[C@@H]1CN([C@H](C)CO)C(=O)c2cc(Br)cnc2O[C@@H]1CN(C)Cc1ccc(-c2ccccc2)cc1,1.7%
O=C(CCN1C(=O)c2ccccc2C1=O)c1ccccc1,i
CC(C)(C)OC(=O)N1CCc2onc(-c3ccc(N)cc3)c2C1=O,2.1%
Cc1ncc(C)c2c([N+](=O)[O-])cccc12,3.0%
C[C@@H]1CN([C@@H](C)CO)C(=O)CCCn2nncc2CO[C@H]1CN(C)C(=O)OCc1ccccc1,0.6%
NC1=CC(=O)C(=O)c2cccnc21,2.2%
CCCCCCN1C[C@H](n2cc(-c3ccc(F)cc3)nn2)[C@@H](O)C[C@@H]1c1ccc(Cl)cc1,i
C[C@H]1CN([C@@H](C)CO)C(=O)CCCn2nncc2CO[C@H]1CN(C)C(=O)Nc1cccc(Oc2ccccn2)c1,i
COc1ccc(NC(=O)c2sc3nc(N4CCOCC4)c4c(c3c2N)CCCC4)cc1,2.5%
COc1ccc(-c2nc(NC(=O)c3ccco3)sc2C)cc1,8.7%
COc1ccc(S(=O)(=O)N2CCCCC2)cc1C(=O)NC1CCS(=O)(=O)C1 (stereo not given),0.5%
CCN(C(=O)c1c([N+](=O)[O-])cnn1C)c1ccccc1,0.7%
O=C(Nc1ccccc1)c1nc[nH]c1C(=O)Nc1ccccc1F,i
Cc1ccc(OC(=O)N(C)C[C@@H]2OCc3cnnn3CCCC(=O)N([C@H](C)CO)C[C@@H]2C)cc1,i
Cc1cccc(NC(=O)c2nc[nH]c2C(=O)Nc2cc(Br)ccc2F)c1,0.8%
C[C@H]1CN([C@@H](C)CO)C(=O)CCCn2nncc2CO[C@H]1CN(C)C(=O)c1ccncc1,0.8%
CCN(CC)c1ccc(C(=O)NNC(=O)Cn2c(=O)cnc3ccccc32)cc1,0.6%
CC1(O)C(c2ccccc2)=Nc2ccccc21 (stereo not given),1.0%
CNC[C@@H]1OCc2ccccc2-c2ccccc2C(=O)N([C@H](C)CO)C[C@@H]1C,0.3%
Cc1ccc(-c2ccccc2C2=CC(=O)CC(C)(C)C2=O)cc1,0.8%
C[C@H]1CN([C@@H](C)CO)C(=O)c2cc(Br)cnc2O[C@H]1CN(C)C(=O)C1CCC1,0.6%
CC(C)N=C1NN=C(c2ccc(Cl)c(Cl)c2)CS1,6.0%
CC(C)(C)N1CC(C(=O)Nc2ccc(C(N)=O)cc2)CC1=O (stereo not given),i
Cc1ccc(S(=O)(=O)N2C[C@H]3n4c(=O)ccc(=O)n4C[C@H](OC(=O)NC4CCCC4)[C@@]3(O)C2)cc1,1.2%
CN1OC[C@@H]2CN(Cc3cc(Cl)cc(Cl)c3)[C@H](c3cccc(-c4ccc(C#N)cc4)c3)C[C@@H]21,1.4%
COc1ccc(C(=O)CSc2nc3nn(-c4ccccc4)c(=O)c-3c3n2CCCCC3)c(OC)c1,0.5%
CCN(CC)C(=O)C1=C(C)N(Cc2ccc(OC)cc2)C(=O)C(CC(=O)NCCc2ccccn2)C1 (stereo not given),i
CC1=C(C(=O)N2CCOCC2)CC(CC(=O)NC2CCCC2)C(=O)N1Cc1ccccc1 (stereo not given),3.3%
C[C@@H]1CN([C@@H](C)CO)C(=O)c2cc(NS(C)(=O)=O)ccc2O[C@@H](C)CCCCO[C@H]1CN(C)C(=O)Nc1ccc2c(c1)OCO2,0.8%
COc1ccc(NC(=O)C[C@H]2C(=O)N(Cc3cccnc3)C[C@@H]2Cc2ccccc2)cc1,i
CCCCCCN1C[C@H](O)[C@@H](n2cc(COC(=O)c3ccccc3)nn2)C[C@@H]1c1ccc(C)cc1,i
O[C@H]1C[C@H](c2ccccc2)N(Cc2cccs2)C[C@@H]1n1cc(-c2ccc(F)cc2)nn1,?
O=C(C[C@H]1C[C@@H]2c3cc(NC(=O)c4ccc5c(c4)OCO5)ccc3O[C@@H]2[C@H](CO)O1)NCc1cc(F)ccc1F,3.1%
CC(=O)Nc1ccc(S(=O)(=O)NN=c2sc3ccccc3n2C)cc1N,0.8%
O=C(Nc1cccc(Cl)c1)c1nc[nH]c1C(=O)Nc1ccccc1F,i

# In the list so far, these contain a furan ring, fused or not:
SMILES,VEEV TC-83 Vero
O=C(NCCCN1CCC(Cc2ccccc2)CC1)c1ccc(CS(=O)c2ccccc2Cl)o1 (stereo not given),i
CCN(CC)C(=O)C1=C(C)N(Cc2ccc(C(C)(C)C)cc2)C(=O)C(CC(=O)NCc2ccco2)C1 (stereo not given),0.8%
CCc1ccccc1NC(=O)CNC(=O)c1ccc(S(=O)(=O)NCc2ccco2)cc1,3.5%
O=C(c1cc2ccccc2o1)N1CCN(Cc2nc3ccccc3s2)CC1,11%
COc1ccc(-c2nc(NC(=O)c3ccco3)sc2C)cc1,8.7%

# Next entries.
SMILES,VEEV TC-83 Vero
CCc1cc(-c2cnnn2Cc2ccccc2)ccc1-c1cn(CC(C)C)nn1,4.6%
O=C(CSc1nnc(CNC(=O)c2c(F)cccc2F)o1)c1ccc(Cl)cc1,1.4%
Cc1cn([C@H]2C[C@H](O)[C@@H](CNCc3ccc(N4CCN(C)CC4)cc3F)O2)c(=O)[nH]c1=O,i
C[C@@H]1CN([C@@H](C)CO)C(=O)CCCn2cc(nn2)CO[C@H]1CN(C)S(=O)(=O)c1cccc(C#N)c1,1.6%
C=CCN(Cc1ccc(Br)s1)C(=O)c1ccc(OCc2c(C)noc2C)cc1,2.6%
O=C(CCCN1CCN(c2ccccc2)CC1)c1ccc(F)cc1,i
COCCNC(=O)C(=O)NCC1CCCN1S(=O)(=O)c1cccs1 (stereo not given),1.7%
C[C@H](CO)N1C[C@H](C)[C@H](CN(C)S(=O)(=O)c2cccc(F)c2)Oc2ncc(-c3cccc(C(=O)N(C)C)c3)cc2C1=O,6.3%
Cc1ccc(S(=O)(=O)CCC(=O)OCC(=O)NCc2ccc(F)cc2)cc1,0.5%
COc1cc(NC(=O)COc2ccc([N+](=O)[O-])cc2)ccc1NC(=O)c1ccco1,3.2%
COc1ccc(N/C(N)=N/c2nc(C)cc(C)n2)cc1,i
Cc1cc(OCC(=O)Nc2nccs2)c2c(C)c(C)c(=O)oc2c1,10%
CCCn1c(=S)[nH]c2cc(C(=O)N3CCN(C)CC3)ccc2c1=O,0.6%
O=S1(=O)CCN(C2CCCCCCC2)CC1,0.3%
CC1(c2ccc(F)cc2)OC(=O)c2c1ccc1ccccc21 (stereo not given),i
N#CCC(=O)Nc1ccc(C(=O)OCC(=O)Nc2cccc3ccccc23)cc1,i
Cc1n[nH]c2ccc(Br)cc2c1=O,0.5%
COc1ccc(NC(=O)Nc2ccc3c(c2)C(=O)N([C@H](C)CO)C[C@H](C)[C@@H](CN(C)Cc2ccc(Cl)c(Cl)c2)OCCCC[C@@H](C)O3)cc1,1.1%
COc1cc(N(C(C)=O)c2ccc(O)c(C(=O)O)c2)c2ncccc2c1,3.4%
O=C(O)c1sccc1S(=O)(=O)N1CCCCC1,0.9%
CC(C)(C)OC[C@H](NC(=O)c1[nH]cnc1C(=O)Nc1ccccc1F)C(=O)OC(C)(C)C,11%
CCCCCCCC1=NN(c2ccc(S(=O)(=O)O)cc2)C(=O)C1N=O (stereo not given),i
O=C(Nc1ccccc1Cl)c1cc(S(=O)(=O)N2CCC3(CC2)OCCO3)ccc1F,i
COc1ccc(CC(=O)OCC(=O)N2c3ccccc3CC2C)cc1OC (stereo not given),2.0%

# Looked up above:
# VEEV TC-83 Vero result of Cc1n[nH]c2ccc(Br)cc2c1=O reads 0.5%
# VEEV TC-83 Vero result of CC(C)(C)OC[C@H](NC(=O)c1[nH]cnc1C(=O)Nc1ccccc1F)C(=O)OC(C)(C)C reads 11%
# VEEV TC-83 Vero result of COc1ccc(NC(=O)Nc2ccc3c(c2)C(=O)N([C@H](C)CO)C[C@H](C)[C@@H](CN(C)Cc2ccc(Cl)c(Cl)c2)OCCCC[C@@H](C)O3)cc1 reads 1.1%
# VEEV TC-83 Vero result of O=S1(=O)CCN(C2CCCCCCC2)CC1 reads 0.3%
# VEEV TC-83 Vero result of CCCn1c(=S)[nH]c2cc(C(=O)N3CCN(C)CC3)ccc2c1=O reads 0.6%

# The listing continues.
SMILES,VEEV TC-83 Vero
COc1cccc(CNC(=O)COC(=O)c2ccc(N3CCCC3=O)cc2)c1,0.8%
O=C1C2C3C=CC(C3)C2S(=O)(=O)C2C3C=CC(C3)C12 (stereo not given),1.5%
CCCC1NC(=O)c2cccnc2-n2c1nc1ccc(Br)cc1c2=O (stereo not given),2.2%
C[C@@H]1CN([C@@H](C)CO)C(=O)CCCn2nncc2CO[C@@H]1CN(C)C(=O)Nc1ccccc1C(F)(F)F,0.3%
COCCNC(=S)Nc1ccc(N2CCOCC2)c(S(=O)(=O)Nc2ccc(Cl)cc2)c1,6.8%
CCC(Sc1nc2ccsc2c(=O)n1Cc1ccc(C(=O)O)cc1)C(=O)Nc1cccc(OC)c1 (stereo not given),i
COc1ccccc1-c1cnc2c(c1)C(=O)N([C@@H](C)CO)C[C@H](C)[C@H](CN(C)C)O2,1.7%
CC(=NCc1ccccc1)c1ccccc1O,0.7%
Cc1ccc(S(=O)(=O)N(C)C[C@H]2OCc3cnnn3CCCC(=O)N([C@H](C)CO)C[C@H]2C)cc1,i
C/C=C/c1cnc2c(c1)C(=O)N([C@H](C)CO)C[C@H](C)[C@@H](CN(C)C(=O)CN1CCOCC1)O2,5.0%
COc1ccc(C(=O)Nc2ccccc2C(=O)NC2CC2)c(OC)c1OC,1.4%
O=C(COC(=O)c1cccc(S(=O)(=O)N2CCCC2)c1)c1ccc(F)cc1,i
C[C@H](CO)N1C[C@H](C)[C@@H](CN(C)C(=O)CCC(F)(F)F)OCc2cnnn2CCCC1=O,i
N#CCSc1ccccc1NC(=O)CN1C(=O)NC(CCc2ccccc2)C1=O (stereo not given),6.7%
CSC[C@H]1CN(Cc2ccccc2)C(=O)[C@@H]1CC(=O)Nc1ccc(Br)cc1,0.4%
O=[N+]([O-])c1ccc(NN=C(Oc2ccccc2)c2ccc([N+](=O)[O-])cc2)cc1,5.6%
Cc1nc2c(=O)[nH]n(C)c2nc1C,0.1%
CC(=O)Cn1cnc2c(cnn2-c2ccc(F)cc2)c1=O,2.8%
C[C@@H]1CN([C@H](C)CO)C(=O)CCCn2nncc2CO[C@@H]1CN(C)C(=O)Nc1ccc2c(c1)OCO2,2.6%
C[C@H]1CN([C@@H](C)CO)C(=O)CCCn2nncc2CO[C@H]1CN(C)S(=O)(=O)c1cccc(C#N)c1,i
C[C@H](CO)N1C[C@H](C)[C@@H](CN(C)C(=O)Oc2ccccc2)OCc2cn(nn2)CCCC1=O,2.0%
O=C(NNC(=O)c1cccc(S(=O)(=O)Nc2ccccc2F)c1)c1ccncc1,7.6%
CCOC(=O)C1(C)C(=O)CC2c3nc4ccccc4cc3CN2C1=O (stereo not given),0.5%
CC(C)(C)c1ccc(-n2ncc3c2CCCC3NC(=O)c2ccco2)cc1 (stereo not given),i
C#CCN(C[C@@H]1[C@@H](OC(=O)NCC2CCCCC2)[C@@H](OC(=O)NCC2CCCCC2)Cn2c(=O)n(CCCCCC)c(=O)n21)S(=O)(=O)c1ccc(C)cc1,i
CC1(C)CN(CCc2ccccc2)C(=O)[C@H]1CC(=O)Nc1ccccc1,?
CCC[C@H]1CN(c2ccccc2)C(=O)[C@@H]1CC(=O)Nc1ccc(Br)cc1,i
N=c1c2ccccc2nc2n1CCCCCCC2,0.3%
CCOc1ccc(-n2c(=S)sc3c(=O)[nH]c(SCC(=O)NC4CCCCC4)nc32)cc1,4.1%

# These rows are one share of the data; count on the stated rates, not on these rows.
